Bcl-2 Bim block: inhibitors of Bim-Bcl-2 binding, primary screen, biochemical, multiplexed, human Bcl-2 family. Apoptosis regulator Bcl-2 (Homo sapiens), P10415. inhibition, % at 10 µM. 0.06% of 190,000 active. Bead-based flow cytometry, Bim peptide-Bcl-2 binding. AID 950, 2007; in the data active = inhibition above about 40%; inconclusive = no clear call, values can overlap the other calls;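 also: 0% = no compound wells with probe peptide and 100% = reference peptide inhibitor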
Target sequence (P10415 whole entry, looked up): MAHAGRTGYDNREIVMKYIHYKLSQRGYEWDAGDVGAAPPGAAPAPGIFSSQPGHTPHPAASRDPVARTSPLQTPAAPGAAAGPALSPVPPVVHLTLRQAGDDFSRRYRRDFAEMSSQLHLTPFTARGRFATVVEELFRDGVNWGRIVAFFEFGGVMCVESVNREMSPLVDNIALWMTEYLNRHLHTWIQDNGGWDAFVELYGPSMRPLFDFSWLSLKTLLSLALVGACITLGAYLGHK
Bcl-XL Bim block: inhibitors of Bim-Bcl-XL binding, primary screen, biochemical, multiplexed, bead flow cytometry, human Bcl-XL. Bcl-2-like protein 1 (Homo sapiens), Q07817. Bim peptide-Bcl-XL binding, fluorescence. inhibition, % at 10 µM. 0.04% of 190,000 active. AID 1007, 2008
Target sequence (Q07817 whole entry, looked up): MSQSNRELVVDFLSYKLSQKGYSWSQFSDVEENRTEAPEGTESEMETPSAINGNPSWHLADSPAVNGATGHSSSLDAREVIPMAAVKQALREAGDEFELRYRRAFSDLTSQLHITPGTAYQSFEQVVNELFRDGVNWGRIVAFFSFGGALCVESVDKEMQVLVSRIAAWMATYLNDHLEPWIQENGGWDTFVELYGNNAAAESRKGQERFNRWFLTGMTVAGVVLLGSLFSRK
ABCB1 block: ABCB1 efflux pump inhibitors, primary screen, cell-based, multiplex, flow cytometry, ABCG2 counter-screen. ATP-dependent translocase ABCB1 (Homo sapiens), P08183. AID 1326, 2008. inhibition, % at 6.6 µM. 0.067% of 190,000 active. CCRF-Adr cells, JC-1 efflux; in the data active = inhibition above about 40%;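 also: 0% = vehicle and 100% = reference inhibitor; higher value means more JC-1 retained so stronger ABCB1 efflux block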
RGS8-Gao reg: RGS8-Galphao binding modulators, primary screen, biochemical, multiplexed bead flow cytometry; 0.34% of 220,000 active; actives lie on both sides; response (percent of control binding), % at 10 µM; Guanine nucleotide-binding protein G(o) subunit alpha (Homo sapiens), P09471; in the data active = response below about 60% or above about 140%; inactive = in between;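 also: Galphao activated as the GDP aluminium fluoride complex binding bead-coupled RGS8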
Target sequence (P09471 whole entry, looked up): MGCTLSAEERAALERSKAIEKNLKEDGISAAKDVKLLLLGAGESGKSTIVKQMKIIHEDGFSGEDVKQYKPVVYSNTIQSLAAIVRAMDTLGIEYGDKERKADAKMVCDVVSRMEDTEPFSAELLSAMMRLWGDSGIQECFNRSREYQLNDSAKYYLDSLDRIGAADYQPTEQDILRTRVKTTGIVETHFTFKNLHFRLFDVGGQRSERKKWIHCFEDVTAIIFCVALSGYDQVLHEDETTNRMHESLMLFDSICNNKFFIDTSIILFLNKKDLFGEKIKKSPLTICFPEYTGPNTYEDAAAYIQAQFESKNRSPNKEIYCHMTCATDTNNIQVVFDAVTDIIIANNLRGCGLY
Bim-Mcl-1: inhibitors of Bim peptide binding to Mcl-1, primary screen, biochemical, bead-based flow cytometry, multiplex. AID 1009, 2008. inhibition, % at 10 µM. Bim peptide-Mcl-1 binding. Induced myeloid leukemia cell differentiation protein Mcl-1 (Homo sapiens), Q07820. 0.1% of 190,000 active;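 also: 0% = no compound tracer wells and 100% = peptide blocker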
Bcl-B Bim block: inhibitors of Bim-Bcl-B binding, primary screen, biochemical, multiplexed, human Bcl-2 family; Bcl-2-like protein 10 (Homo sapiens), Q9HD36; bead-based flow cytometry, Bim peptide-Bcl-B binding; inhibition, % at 10 µM; 0.073% of 190,000 active;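 also: 0% = tracer peptide without compound and 100% = reference inhibitor peptide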
Target sequence (Q9HD36 whole entry, looked up): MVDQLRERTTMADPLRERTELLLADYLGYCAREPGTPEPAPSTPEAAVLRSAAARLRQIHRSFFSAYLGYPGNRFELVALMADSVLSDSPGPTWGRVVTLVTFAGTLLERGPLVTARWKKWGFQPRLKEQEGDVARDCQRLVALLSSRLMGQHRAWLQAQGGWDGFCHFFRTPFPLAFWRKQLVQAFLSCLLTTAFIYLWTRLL
RGS7-Gao: RGS7-Galphao binding modulators, primary screen, biochemical, multiplexed bead flow cytometry. binding response (% of control), % at 10 µM. 0.35% of 220,000 active. Guanine nucleotide-binding protein G(o) subunit alpha (Homo sapiens), P09471. AID 1439, 2008. actives lie on both sides; in the data active = binding response below about 49% or above about 150%; inconclusive = no clear call, values can overlap the other calls; inactive = in between;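 also: fluorescent Galphao held in activated GDP-AlF4 state binding bead-coupled RGS7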
Bim-Bcl-W: inhibitors of Bim binding to Bcl-W, primary screen, biochemical, multiplexed, bead-based flow cytometry | AID 952, 2007 | 0.02% of 190,000 active | inhibition, % at 10 µM | Bcl-2-like protein 2 (Homo sapiens), Q92843 | Bim peptide-Bcl-W binding;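 also: 0% = bound tracer without compound and 100% = peptide blocker; higher means less fluorescent Bim peptide bound to Bcl-W beads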
ABCG2 block: ABCG2 efflux pump inhibitors, primary screen, multiplex with ABCB1, IgMXP3 cells, flow cytometry; inhibition, % at 6.6 µM; Broad substrate specificity ATP-binding cassette transporter ABCG2 (Homo sapiens), Q9UNQ0; 0.1% of 190,000 active; AID 1325, 2008; JC-1 efflux;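 active = inhibition above 80%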;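 also: 0% = DMSO and 100% = nicardipine control wells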
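Test system: IgMXP3 (ABCG2) plus far-red-tagged CCRF-Adr (ABCB1) cells / Amount: 3 million cells/mL in well / Reagent: JC-1 transporter substrate / Timing: 10 min compound exposure, 25 °C / Signal: flow cytometry, 530 nm JC-1 signal / Read-out: percent efflux inhibition, scaled nicardipine 100% to DMSO 0% / Benchmarks: nicardipine as high control, DMSO as low control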
Bim-Bfl-1: inhibitors of Bim binding to Bfl-1, primary screen, biochemical, multiplexed, bead-based flow cytometry; Bcl-2-related protein A1 (Homo sapiens), Q16548; inhibition, % at 10 µM; 0.12% of 190,000 active; Bim-Bfl-1 binding inhibition;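 also: 0% = wells without compound plus tracer and 100% = blocker peptide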
RGS4-Gao reg: modulators of RGS4 binding to Galphao, primary screen, biochemical, multiplexed bead flow cytometry | Guanine nucleotide-binding protein G(o) subunit alpha (Homo sapiens), P09471 | actives lie on both sides | binding response (% of control), % at 10 µM | 0.33% of 220,000 active; in the data active = binding response below about 49% or above about 150%; inactive = in between;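 also: fluorescent Galphao activated with aluminum fluoride binding bead-coupled RGS4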
Starred values were filed as active, the others as inactive; ? = inconclusive; & = joins results of further samples; [ ] = another dose, or the depositor's remark. Rule as the data show it, unless noted: active = inhibition above about 40%.

SMILES	Bcl-2 Bim block	Bcl-XL Bim block	ABCB1 block	RGS8-Gao reg	Bim-Mcl-1	Bcl-B Bim block	RGS7-Gao	Bim-Bcl-W	ABCG2 block	Bim-Bfl-1	RGS4-Gao reg
COc1ccc(-n2c(SCC(=O)NCc3cccs3)nnc2-c2ccoc2C)cc1	-8	-4	1.4	102	-5	-11	103	-3	7	-11	100
CC(C)c1nc(=S)c2ccccc2[nH]1	-14	-10	1.3	90	-4	-12	99	-3	13	-13	83
O=C1/C(=C/c2ccc(O)cc2)SC(=S)N1Cc1cccnc1	-1	-1	0.1	105	-2	-6	100	0	-3	1	102
CC(C)Nc1nc(-c2ccccc2)nnc1-c1ccccc1	-2	0	0.2	98	0	-2	94	2	6	-3	95
Cc1ccc(C(=O)OCCc2sc[n+](Cc3ccccc3)c2C)cc1	-7	-10	0.5	100	-10	-12	102	-7	2	-4	101
COc1ccc2cc(/C=C/C(=O)c3ccco3)c(Cl)nc2c1	-1	1	0.1	100	6	-3	100	1	2	-8	98
CCOC(=O)CNS(=O)(=O)c1ccc2c3c(cccc13)C(=O)N2CC	4	0	0.6	103	1	10	?	1	3	6	101
CC(C)CCNc1ncnc2c1nnn2Cc1ccccc1Cl	-6	-13	0.7	101	-7	-7	98	-4	34	-26	99
C=C(C)COc1ccc(-c2nc(N)ncc2Oc2ccccc2OC)c(O)c1	-3	3	0.7	103	3	0	104	2	4	0	99
O=C(CSC(=S)N1CCOCC1)N1N=CCC1c1ccccc1 (stereo not drawn)	-4	-6	0.2	129	-5	-2	118	-1	1	-3	113
Cn1c(NC(=O)C(C)(C)Oc2ccc(Cl)cc2)cc(=O)n(C)c1=O	-9	-12	0.8	96	-6	-11	96	-6	9	-14	95
CC(C)Oc1ccc(C(=O)Nc2ccc(NC(=O)c3ccco3)c(Cl)c2)cc1	-4	-4	-0.4	99	-1	-1	96	-3	-1	-2	96
C=CCNC(=S)NNC(=O)c1cccc2ccccc12	4	-11	-0.2	94	-1	2	98	-1	-1	2	98
COc1ccc(-n2c(=S)[nH]c3cc(C(=O)NCc4ccco4)ccc3c2=O)cc1OC	-12&2	-6&-4	0.7&-0.6	101&101	0&0	-8&-3	?	-6&-1	-4&-5	-15&-3	103&105
COc1ccccc1N(C(=O)c1snc(C(N)=O)c1N)C(C(=O)NC1CCCC1)c1ccco1 (stereo not drawn)	-1	-2	2.0	99	-6	-8	100	-5	4	-4	98
O=[N+]([O-])c1ccc(COc2ncnc3ccccc23)cc1	-2	0	0.9	103	0	-3	104	-1	2	-6	103
O=C(CCNC(=O)Cn1ccc2ccccc2c1=O)NCCN1CCN(c2cccc(Cl)c2)CC1	-12	-9	1.9	100	-6	-8	96	-4	11	-10	99
Oc1ccc(Cl)cc1C1=NNC(c2cc(Br)cc3c2OCOC3)C1 (stereo not drawn)	-1	0	-0.5	99	0	-1	100	-1	-1	-4	100
Cc1cccc(-n2c(Cc3cc(=O)[nH]c(=O)[nH]3)nnc2SCC(=O)Nc2cccc(C(F)(F)F)c2)c1	0	-1	0.1	106	0	1	102	0	-1	-4	98
CCCC(=O)C1=C(O)C(C(=O)OC)C(C)(C)CC1=NC(C)(C)C (stereo not drawn)	-10	-5	0.3	92	0	-7	89	1	2	-11	93
COc1ccc(CCNC2=NCCS2)cc1	-7	0	-3.2	103	2	-3	103	0	-2	-7	100
C=CCN1C(=O)CN=C1Nc1ccc(OC)cc1OC	0	-3	0.3	92	-6	-2	101	-3	12	-5	100
COCCN1Cc2cccc(C(=O)Nc3ccc4c(c3)OCCO4)c2C1=O	-7	-4	-0.4	101	-1	-5	106	0	1	-11	104
C=CCN(c1ccc(C(=O)NCCc2ccccc2)cc1)S(C)(=O)=O	-10	3	0.6	100	0	-8	97	0	3	-14	98
O=C(c1ccc(F)cc1)N1CCC(n2nnc3ccccc32)CC1	-5	0	0.8	102	-2	-1	130	0	6	-5	105
COc1cc(C(=O)n2nc(C)cc2C)cc(OC)c1OC	4	4	0.3	101	5	4	98	6	1	0	93
Cn1c(C(O)c2ccc3c(c2)OCO3)nc2ccccc21 (stereo not drawn)	-5	-2	-3.4	99	0	-6	94	0	-2	-11	94
N/C(Cc1cccs1)=N\OC(=O)COc1ccccc1	-7	8	0.2	100	0	-7	101	2	1	-13	98
COc1ccc(-c2nnn(CC(=O)N(CCN3CCOCC3)C(C(=O)NC3CCCCC3)c3ccco3)n2)cc1 (stereo not drawn)	-1	-5	0.8	101	-1	-6	102	0	1	-6	100
CCn1nc(C(=O)OCC(=O)N2CCc3ccccc32)c2ccccc2c1=O	-2	-1	1.3	101	-2	-6	102	-3	5	1	104
COc1ccc(/C=N/NC(=O)CSCc2ccc([N+](=O)[O-])cc2)cc1OC	-10	-11	1.0	97	-8	-9	100	-7	16	-14	102
CC(C)NC(=S)N1CCN(C/C=C/c2ccccc2)CC1	-1	-3	0.8	98	-3	-11	?	-3	5	-7	94
CCOC(=O)N1CCC(NC(=O)CSc2cc(=O)n(C)c3ccccc23)CC1	8	-5	-0.9	140*[activator]	-4	-1	111	-3	-2	-13	110
CSc1nc2ccc(NC(=O)C3CC(=O)N(Cc4ccccc4)C3)cc2s1 (stereo not drawn)	-4	2	0.3	101	0	0	98	0	2	-3	98
COc1ccc(/C=N/NS(=O)(=O)c2ccccc2)cc1OS(=O)(=O)c1ccccc1	-9	-11	-0.1	100	-1	-8	96	0	0	-14	97
O=C(NCCCn1ccnc1)c1ccncc1	0	0	0.3	105	0	2	98	1	0	1	98
COC(=O)c1ccc(NC2=C(Cl)C(=O)OC2OC(=O)c2ccccc2)cc1 (stereo not drawn)	-4	0	-0.7	100	0	-3	98	-2	-2	-5	97
CCN1CCN(Cc2nc3c(c(=O)n(C)c(=O)n3C)n2Cc2cccc3ccccc23)CC1	1	-5	1.6	100	-1	0	101	-4	1	-2	100
O=C(CN1C(=O)c2ccccc2S1(=O)=O)N1CCN(Cc2ccc3c(c2)OCO3)CC1	-1	3	0.3	102	0	1	101	3	0	0	104
Cn1c(SCC(=O)NC(C)(C)C)nnc1-c1ccc(C(C)(C)C)cc1	0	3	0.7	96	1	2	97	1	10	0	100
Cc1ccc(-c2noc(CCC(=O)N3CCN(c4cccc(C(F)(F)F)c4)CC3)n2)cc1	-10	-4	1.5	107	-1	-7	105	-1	7	-10	104
O=C(Nc1cccc2ccccc12)/C(=C/c1ccc([N+](=O)[O-])cc1)NC(=O)c1ccccc1	0	3	-0.1	100	0	-11	100	1	-1	0	101
COC(=O)c1c(-c2ccccc2)noc1C	0	-4	0.1	100	0	-3	101	-1	1	-8	101
CC(C)(Oc1ccc(CCNC(=O)c2ccc(-c3ccc(Cl)cc3)o2)cc1)C(=O)O	-2	-1	0.0	97	-1	-2	91	-2	4	-4	98
Cc1cc(NC(=O)CN2C(=O)CC(c3ccco3)Sc3ccccc32)no1 (stereo not drawn)	-4	1	0.9	98	-2	-1	100	0	2	-2	99
CCNc1nc(=S)nc(NCc2ccccc2)[nH]1	-1	-5	1.2	101	-3	-20	99	-2	5	-4	98
COc1ccc(N2C(=O)/C(=C/c3ccc([N+](=O)[O-])cc3)C=C2c2ccccc2)cc1	3	1	0.1	97	-1	-3	99	0	1	2	100
CCC(=O)c1c(NC)cc(C)oc1=O	-3	-6	0.4	99	0	-5	?	-3	5	-8	103
N#CCCN/N=C(/Cc1nc2ccccc2[nH]1)c1ccc(Cl)cc1	-10	-1	0.0	103	-14	-7	105	-2	0	-5	106
CCOc1ccc(-n2c(=O)[nH]cc(C(=O)N3CCc4ccccc43)c2=O)cc1	0	-1	0.0	100	-1	0	98	0	1	-3	99
N#Cc1cnc(N)c(Br)c1	-1	-1	0.3	99	-2	-1	102	-1	5	-4	101
O=S(=O)(NC(=S)NC1CCCCC1)c1ccc(Cl)cc1	-3	-3	-0.8	108	-1	-3	107	-3	-2	-3	109
CCOC(=O)C1(C/C(C)=N/NC(N)=O)CC(C)(C)OC1=O (stereo not drawn)	0	-3	0.1	101	-4	-5	101	0	1	2	100
CCOc1ccc(CC(=O)Nc2cc(=O)n(C)c(=O)n2C)cc1	-5	-4	0.1	103	2	-9	106	-1	1	-6	103
CC1(CC(=O)N/N=C/c2cc([N+](=O)[O-])c(O)cc2O)OCCO1	4	-1	-0.2	72	4	3	66	1	-1	4	73
COc1cc(NC(=O)CSc2ncnc3scc(-c4ccccc4)c23)c(C(=O)O)cc1OC	-2	-7	-0.5	95	-1	-9	85	-3	0	-4	93
COc1ccc(C(=O)NCc2nnc(SCC(=O)N3CCC(C)CC3)o2)cc1	-2	-1	0.2	104	0	-6	103	0	2	-6	101
CCOC(=O)c1ccc(NC(=O)C2=C(C)Nc3nc(CCCO)nn3C2c2ccc(OC)cc2)cc1 (stereo not drawn)	-10&-3	-7&-1	0.6&0.2	102&98	0&-1	-6&-4	102&97	-1&-3	4&2	-13&-2	101&100
CCOC(=O)c1c(-c2ccc(C)o2)csc1NC(=O)CN1CCOCC1	-5	-7	0.2	105	0	-6	110	0	1	-6	107
COc1ccc(S(=O)(=O)Nc2c(C(=O)O)[nH]c3ccccc23)c(OC)c1	-8	-9	0.1	101	0	-7	96	0	0	-17	102
The list goes on:
SMILES	Bcl-2 Bim block	Bcl-XL Bim block	ABCB1 block	RGS8-Gao reg	Bim-Mcl-1	Bcl-B Bim block	RGS7-Gao	Bim-Bcl-W	ABCG2 block	Bim-Bfl-1	RGS4-Gao reg
CCCc1c(O)nc(SCC(=O)O)[nH]c1=O	-2	-4	0.4	104	1	-4	103	-1	0	-5	98
O=C(NNC(=S)Nc1ccccc1)NNC(=S)Nc1ccccc1	-3	-6	-0.3	99	-3	-20	102	-2	-1	0	98
COc1ccc(S(=O)(=O)Nc2ccc3c(c2)CCC3)cc1	-3	-4	4.3	101	1	1	98	0	5	-2	98
C/C(CC(=O)N(C(C)C)C(C)C)=N\NC(=O)c1ccccc1Br	-6	-15	0.1	99	-28	-15	94	-14	1	-6	97
